# High-throughput results: PubChem, several laboratories
# TRAIL sens C8: caspase-8 TRAIL sensitization; inhibition (viability loss, TRAIL sensitization), % at 10 µM; actives 1% (n = 360,000); NB7+C8 cells + TRAIL, ATPlite viability luminescence;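 active means compounds causing at least 50% loss of cell viability in the single-dose screen, relative to plate controls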
# LRH-1 inv ag: suppresses constitutive activity of human LRH-1. O00482. HEK293T StAR-luciferase reporter, LRH-1 transfected, 24 h. inhibition, % at 3.6 µM. actives 0.13% (n = 360,000). AID 602396;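 active means inhibition above the mean inhibition of all tested compounds plus 3 SD, cut at about 73% in these data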;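 further: 0% = DMSO wells and 100% = reporter-only cells lacking LRH-1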
# Target sequence (O00482 whole entry, looked up): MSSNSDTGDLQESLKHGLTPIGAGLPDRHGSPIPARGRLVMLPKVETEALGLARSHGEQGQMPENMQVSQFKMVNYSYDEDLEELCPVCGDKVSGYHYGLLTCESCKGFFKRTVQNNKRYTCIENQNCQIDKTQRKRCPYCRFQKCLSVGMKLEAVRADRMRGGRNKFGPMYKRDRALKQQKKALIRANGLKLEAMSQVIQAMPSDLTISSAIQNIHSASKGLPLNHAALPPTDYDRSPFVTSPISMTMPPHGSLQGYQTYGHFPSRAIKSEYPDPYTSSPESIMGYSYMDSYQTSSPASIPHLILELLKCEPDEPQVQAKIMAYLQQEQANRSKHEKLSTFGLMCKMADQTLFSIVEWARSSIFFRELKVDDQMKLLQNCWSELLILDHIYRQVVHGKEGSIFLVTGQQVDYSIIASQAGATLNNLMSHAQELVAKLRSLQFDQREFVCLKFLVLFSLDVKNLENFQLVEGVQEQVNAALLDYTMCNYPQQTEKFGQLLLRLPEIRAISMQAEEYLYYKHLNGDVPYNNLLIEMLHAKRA
# TROY signal inh: blocks TROY-dependent signaling in reporter cells. actives 0.98% (n = 360,000). Q293 LMP1-TROYcd NF-kB luciferase reporter, 4 h. inhibition, % at 10 µM;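 active means compounds whose plate-normalised and pattern-corrected inhibition of the luciferase reporter signal at the single screening dose is 50% or more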
# Vif imaging: inhibitors of HIV Vif; HEK293T cells, Vif self-association by quenched fluorescence, imaging, 24 h; inhibition, % at 7.49 µM; actives 0.35% (n = 340,000); AID 602346; in the data active means inhibition above about 50%, passing the limit was not always enough; further: some results filed as inactive read as strong as hits
# TLR9-MyD88 block: TLR9-MyD88 interaction inhibition; actives 0.21% (n = 340,000); Q9NR96+Q99836; CHO BLA complementation TLR9-MyD88, CCF4 FRET ratio; inhibition, % at 4.98 µM;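 active means inhibition above the mean over all tested compounds plus 3 SD, cut at about 21% in these data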;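 further: 0% = DMSO only wells and 100% = clavulanate BLA inhibitor control wells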
# COUP-TFII inh: NR2F2 (human) inhibition, primary screen. P24468. HEK293T NGFI-A luciferase reporter, luminescence. inhibition, % at 8.6 µM. actives 0.7% (n = 370,000). AID 686940;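 active means inhibition above a per-plate cutoff, mean inhibition of test wells between control levels plus 3 SD, cut at about 38% in these data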;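 further: cells cotransfected with COUP-TFII expression vector driving the NGFI-A reporter; 0% = median of COUP-TF2 test wells and 100% = reporter-only cells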
# EBV LMP1 NFkB: reduces LMP1-driven NF-kappaB luciferase signal; LMP1-induced NF-kappaB luciferase reporter cells, luminescence; inhibition, % at 12.5 µM; actives 0.69% (n = 350,000); AID 504558; in the data active means inhibition above about 41%;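 further: 0% = neutral control wells and 100% = reference inhibitor control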
# SRC2 inh: inhibits human steroid receptor coactivator 2; AID 651957; HEK293 GAL4-SRC2 luciferase reporter, luminescence; inhibition, % at 9 µM; actives 0.17% (n = 370,000);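 active means inhibition above the mean inhibition of all tested compounds plus 3 SD, set per campaign, cut at about 52% in these data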;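 further: 0% = DMSO treated cells and 100% = cells given Gossypol at 36 µM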
# SRC3 inh: inhibits human SRC3 coactivator; Q9Y6Q9; HEK293 GAL4-SRC3 luciferase reporter, luminescence; inhibition, % at 3.6 µM; actives 0.17% (n = 360,000); AID 588352;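 active means inhibition above a per-campaign cutoff, the mean of all compounds plus 3 SD, cut at about 60% in these data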;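 further: 0% = DMSO-treated cells and 100% = gossypol-treated cells at 36 µM; higher means less SRC3-driven luciferase light from the GAL4 reporter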
# SRC1 inh: human NCOA1 inhibition | actives 0.12% (n = 360,000) | Q15788 | HEK293 GAL4-SRC1 luciferase reporter, luminescence | inhibition, % at 3.6 µM;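 active means inhibition above the campaign mean plus 3 SD, with each screening campaign given its own cutoff, cut at about 60% in these data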;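 further: 0% = DMSO treated cells and 100% = gossypol at 36 µM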
# NOD2-RIPK2 inh: inhibitors of human NOD2-RIPK2 interaction; CHO BLA complementation NOD2-RIPK2, CCF4 ratio; inhibition, % at 4.98 µM; actives 0.38% (n = 360,000); in the data active means inhibition above about 21%;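 further: 0% = vehicle only and 100% = reference blocker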
# Target sequence (O43353 whole entry, looked up): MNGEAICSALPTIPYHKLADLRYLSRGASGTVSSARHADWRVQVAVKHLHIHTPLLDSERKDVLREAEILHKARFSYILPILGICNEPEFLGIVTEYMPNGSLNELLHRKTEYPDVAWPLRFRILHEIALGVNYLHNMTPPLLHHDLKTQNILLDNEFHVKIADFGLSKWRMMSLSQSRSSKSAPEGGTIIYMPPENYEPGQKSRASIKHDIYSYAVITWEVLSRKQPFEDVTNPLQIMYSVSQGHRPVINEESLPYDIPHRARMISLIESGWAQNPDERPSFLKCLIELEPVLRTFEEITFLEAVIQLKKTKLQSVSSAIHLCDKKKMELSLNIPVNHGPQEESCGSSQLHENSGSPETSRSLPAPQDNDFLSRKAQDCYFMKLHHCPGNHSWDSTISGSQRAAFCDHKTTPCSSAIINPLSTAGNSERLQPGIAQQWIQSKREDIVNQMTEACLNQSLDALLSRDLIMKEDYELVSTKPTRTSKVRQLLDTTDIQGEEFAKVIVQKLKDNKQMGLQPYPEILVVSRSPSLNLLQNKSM
# Starred values were filed as active, the others as inactive; x = no result given.
SMILES,TRAIL sens C8,LRH-1 inv ag,TROY signal inh,Vif imaging,TLR9-MyD88 block,COUP-TFII inh,EBV LMP1 NFkB,SRC2 inh,SRC3 inh,SRC1 inh,NOD2-RIPK2 inh
On1c(-c2ccc(Cl)cc2Cl)nc2ncccc21,-21,-12,-10,7,-4,-2,-3,-27,-16,-6,1
Cc1csc2nc(CNS(=O)(=O)c3cccnc3)cn12,-4,-8,14,7,0,18,0,20,-6,7,6
Cc1ccc(-c2nnc3n2N=C(c2ccc(Br)cc2)CS3)cc1,19,-15,3,-6,7,-24,-1,-43,-2,-5,-5
CCc1noc(C)c1C(=O)Nc1nc(-c2cccs2)cs1,4,-24,-23,-10,0,-6,-15,-14,-35,-84,-11
O=C(/C=C/c1ccco1)NC(=S)Nc1ccc(N2CCCC2)cc1,10,-3,11,9,1,11,4,-36,6,-26,-3
CC1(C(=O)Nc2cccc3cccnc23)CCN1Cc1ccccc1OC(F)F (stereo not drawn),17,-12,-4,-5,x,15,x,11,-30,-3,-1
O=C(NC(Cc1ccccc1)C(=O)O)/C(=C\c1ccccc1)NC(=O)c1ccc(Br)o1 (stereo not drawn),-5,13,-3,-6,-4,2,0,-18,19,0,-1
O=C(Nc1ccc(NC(=S)NC(=O)c2ccccc2F)cc1)c1cccs1,7,-7,20,-2,-8,10,-10,-5,-1,2,-3
COc1ccc(COC(=O)C2CCN(S(=O)(=O)c3ccc(Cl)cc3)CC2)cc1,7,-11,5,19,-8,-16,-10,-2,16,-28,-1
CCC(=O)N1CCCC1(C)C(=O)Nc1ccc2nc(C)ccc2c1 (stereo not drawn),3,-7,12,-14,x,-8,x,0,-6,14,-8
Cn1c(=O)n(C)c2cc([N+](=O)[O-])c(N3CCN(C(=O)c4cccc(Cl)c4)CC3)cc21,2,-11,-5,-3,-4,11,3,-11,8,-6,-5
O=C(COC(=O)Cc1n[nH]c(=O)c2ccccc12)Nc1cccc(C(F)(F)F)c1,-1,3,3,-9,-5,16,-1,-10,18,-1,4
COc1ccccc1-n1c(SCC(=O)N2CCc3ccccc32)nc2c(c1=O)SCC2,-4,13,9,-8,-6,2,-10,-50,-24,-24,-7
O=C(NC1CCCCC1)C(c1ccc2ncccc2c1)N(Cc1ccccc1)C(=O)c1ccc2c(c1)OCCO2 (stereo not drawn),-6,-7,-8,-3,-19,13,0,16,1,6,-10
CN1CCC(N(C)S(=O)(=O)c2ccc(NC(=O)c3cccc(C#N)c3)cc2)CC1,-4,-6,-14,-2,-8,-11,0,-28,15,1,-10
Cc1ccc(S(=O)(=O)N2CCC(C(=O)Nc3ccccc3N3CCCC3)CC2)c(C)c1,-1,-1,10,x,-14,11,-16,6,-4,22,-3
CC(C)COC(=O)Nc1ccc(C(=O)O)cc1,-4,-1,-1,8,8,-18,6,11,-5,-35,-7
OCC1(Cc2ccccc2)CCN(Cc2cnn(-c3ccccc3F)c2)CC1,-17,-2,15,-8,2,14,2,-18,-1,-9,3
Cc1ccc(OCCNC(=O)c2cc(C3CC3)nc3c2cnn3C(C)C)cc1,-1,-6,-32,11,-3,-3,-6,8,0,-9,5
COc1cc(NC(=O)CN2C(=O)C(C)N(c3ccc(C)cc3)C2=O)cc(OC)c1 (stereo not drawn),-3,6,-11,-12,10,-5,4,9,-11,-5,-4

# Shown as tab-separated lines: part of the list above
molecule	TRAIL sens C8	LRH-1 inv ag	TROY signal inh	Vif imaging	TLR9-MyD88 block	COUP-TFII inh	EBV LMP1 NFkB	SRC2 inh	SRC3 inh	SRC1 inh	NOD2-RIPK2 inh
Cc1ccc(-c2nnc3n2N=C(c2ccc(Br)cc2)CS3)cc1	19	-15	3	-6	7	-24	-1	-43	-2	-5	-5
O=C(NC(Cc1ccccc1)C(=O)O)/C(=C\c1ccccc1)NC(=O)c1ccc(Br)o1 (stereo not drawn)	-5	13	-3	-6	-4	2	0	-18	19	0	-1
CCc1noc(C)c1C(=O)Nc1nc(-c2cccs2)cs1	4	-24	-23	-10	0	-6	-15	-14	-35	-84	-11
CCC(=O)N1CCCC1(C)C(=O)Nc1ccc2nc(C)ccc2c1 (stereo not drawn)	3	-7	12	-14	x	-8	x	0	-6	14	-8

# Going on with the list:
SMILES,TRAIL sens C8,LRH-1 inv ag,TROY signal inh,Vif imaging,TLR9-MyD88 block,COUP-TFII inh,EBV LMP1 NFkB,SRC2 inh,SRC3 inh,SRC1 inh,NOD2-RIPK2 inh
O=C(NN=Cc1c[nH]c2ccccc12)NN=Cc1c[nH]c2ccccc12,6,12,-69,-3,-13,-17,-9,-39,-14,-5,8
O=S(=O)(c1ccc(Br)cc1)N1CCCC1,10,1,4,-3,11,1,2,-9,-6,1,-8
CCN1C(=O)N/C(=C/c2ccc(Sc3ccc(C)cc3)o2)C1=O,2,5,-6,-11,-1,1,-3,-1,9,8,-2
c1ccc(C2=Nn3c(nnc3-c3ccncc3)SC2)cc1,-6,19,20,x,-4,30,7,45,34,48,-11
CCCCn1nc(C(=O)N(C)CC(=O)Nc2ccc(F)c(F)c2F)ccc1=O,21,0,-11,20,2,-12,2,12,16,-4,-4
CCOC(=O)N1CCC(NC(=O)c2oc3c(F)cccc3c2C)CC1,6,-20,-23,-7,2,-13,-6,-51,-44,-33,-6
CCOC(=O)c1c(NC(=S)Nc2ccc(Cl)cc2)sc(C)c1C,-27,7,-16,x,-4,-4,-13,5,-3,19,5
O=S(=O)(Oc1ccccc1C(=S)N1CCOCC1)c1ccc(Cl)cc1,4,8,-27,x,3,7,-2,0,9,-21,-3
Cc1nc([N+](=O)[O-])c(N2CCN(C)CC2)n1Cc1ccccc1,-2,20,3,x,7,-3,-6,-34,4,-5,0
CC(C)CN(C(=O)CSc1nnc(-c2cccs2)n1N)c1c(N)n(Cc2ccccc2)c(=O)[nH]c1=O,-4,-5,-2,10,1,10,-6,15,13,-3,7
Cc1cc(-c2ccccc2)nc(N(C)NC(=O)c2c(F)cccc2F)c1S(C)(=O)=O,-12,-8,-3,-5,-7,-5,-4,-3,-11,5,0
Cc1cc(C(=O)COc2cc(F)ccc2[N+](=O)[O-])c(C)n1CC1CCCO1 (stereo not drawn),13,3,7,2,0,4,17,21,-9,16,-6
CCNc1nc(NCC)nc(Oc2ccc(N)cc2)n1,-13,16,3,-4,8,-3,-15,2,-36,0,4
Cn1c(CNS(=O)(=O)c2cccc(Cl)c2)cc(=O)n(C)c1=O,33,-26,4,5,1,-15,-1,-19,-3,-12,-6
O=C(OCC(=O)N1CCCCCC1)c1cccnc1Cl,-9,-7,-49,2,-10,-3,-19,-15,-39,-49,-4
O=C(Nc1ccc2c(c1)OCO2)c1cnccn1,-3,-62,-23,-6,-2,-20,-15,-20,-51,-58,-11
O=C1CC2(CCCCC2)Oc2ccccc21,-2,8,-1,2,3,6,-5,-69,7,9,2
CCN(CC(=O)Nc1ccc(N2CCOCC2)cc1)CC(=O)NC(C)(C)C,-8,-15,3,-9,5,-1,0,23,2,-8,3
Cc1ccc2c(CNCc3ccco3)cc(=O)oc2c1,5,-97,-14,15,-4,-24,-17,-69,-56,-73,-4
CC(=O)Nc1ccc(NC(=O)CSc2ccc(C)cc2)cc1,-9,3,-40,x,-1,9,-5,17,-7,-10,2
COc1ccc(/C=C2\NC(=O)C(C=NCc3ccccc3)=C2O)cc1,24,-8,-13,0,5,-3,-10,-26,-18,-40,-5
CCCCCOc1ccccc1C(=O)NCCCC(=O)O,-16,19,21,-4,7,12,-3,-10,-11,-7,1
CN(C)CCNC(=O)C(=O)Nc1cc2c3c(c1)CCC(=O)N3CCC2,-9,-23,3,-3,6,-11,-2,-15,-16,-35,-11
CC(=O)N(Cc1ccc(Br)cc1)c1ccccc1C(=O)O,3,9,2,-3,-2,-4,-4,20,-1,-10,-2
CC(CN1CCC(n2nccc2NC(=O)C2CCCC2)CC1)c1ccccc1 (stereo not drawn),3,17,0,-9,9,9,5,8,7,-18,-14
COc1ccc2c(C)c(C(=O)N3CCN(Cc4ccccc4)CC3)oc2c1,4,10,7,8,4,16,11,7,-1,-11,13
COc1ccc(-n2nc(C(=O)NCC(=O)N3CCCCCC3)c3ccccc3c2=O)c(OC)c1,23,-25,-33,-1,-5,-22,-13,-15,-36,-6,6
O=C(c1ccco1)N1CCN(C(=O)c2ccc(CS(=O)c3cccc(Cl)c3)o2)CC1 (stereo not drawn),17,4,10,1,0,18,4,10,9,-3,-6
Cc1ccc(NCCC(=O)c2cccc([N+](=O)[O-])c2)cc1,10,-14,-65,-8,-8,-2,-11,-37,2,-14,-5
COc1ccc(CNC(=O)C(C)c2ccc([N+](=O)[O-])cc2)cc1 (stereo not drawn),2,4,-3,2,-2,11,-1,10,4,-12,-6
O=C(CN1C(=O)C(c2ccc(F)cc2)=NC12CCCC2)Nc1ccc(F)cc1,12,41,19,-32,-15,39*,12,21,24,16,-11
Cc1nn2c(N3CCOCC3)cc(C(C)(C)C)nc2c1-c1ccc(Cl)cc1,-7,6,-1,0,-17,5,-5,9,5,1,-5
O=C(CNC(=O)OCc1ccccc1)NC1CCCCCC1,-1,-15,7,-6,-2,10,-7,-30,-1,19,-2
C=CCNC(=O)CN1CCC(O)(c2ccccc2)CC1,4,7,-14,-2,3,-9,-11,-11,5,-7,-8
N#CC1(NC(=O)COC(=O)c2nccnc2N)CCCCC1,-20,14,1,6,-2,11,-6,-13,23,8,0
Cc1cccc(CNC(=O)CCn2ccc3cc(S(=O)(=O)N4CCCC4)ccc32)c1,-18,-3,-4,0,0,-8,-6,22,-10,4,-2
Cn1c(=O)c2c(ncn2CC(=O)N2CCc3ccccc3C2)n(C)c1=O,0,-1,-2,-2,-9,-8,8,2,6,3,-6
COc1ccc(CCNC(=O)C2CCCN(S(=O)(=O)N3CC(C)CC(C)C3)C2)cc1OC (stereo not drawn),5,-19,5,-3,-7,15,1,-11,-6,11,-1
CC(C)c1nc(N2CCOCC2)c(C#N)c2c1CCCC2,-17,-4,18,5,11,-4,-12,10,15,9,-7
O=C(NCCCn1ccnc1)c1cc2nc(-c3ccc(Br)cc3)cc(C(F)(F)F)n2n1,8,-1,21,x,-9,10,11,-11,-8,-24,2
c1ccc2c(CNc3ccc(CNc4ncn[nH]4)cc3)cccc2c1,5,21,-26,13,0,-11,4,-3,5,1,-4
C=CCNC(=O)COC(=O)COc1ccc(Cl)cc1C,3,12,7,16,6,-1,-15,4,3,-9,4
COC(=O)/C=c1/s/c(=C(\C#N)C(=O)NCc2ccco2)n(-c2ccccc2)c1=O,17,7,9,6,3,6,-9,-11,13,0,-7
CCc1ccc(/C=N/NC(=O)c2cc(-c3ccccc3OC)nc3ccccc23)s1,35,10,-4,-3,-1,13,-3,21,2,-9,2
COc1ccccc1CNC(=O)C(=O)NCCC1CCCCN1S(=O)(=O)c1ccc(C)cc1 (stereo not drawn),8,5,9,x,-9,-4,2,-30,-16,29,7
CCN(CC(=O)Nc1c(F)cccc1F)C(=O)CCCN1C(=O)c2cccc3cccc(c23)C1=O,11,-17,-6,2,1,0,13,7,-103,-3,1
Cc1cc(NC(=O)c2ccccc2F)n(-c2nc3ccccc3[nH]2)n1,3,17,-11,6,-3,8,-1,-24,5,-23,3

# Some of the compounds tested; rates above refer to the full screens.
